NPR2 activator = GC-B (human) receptor activation; AID 1920062; hit rate 0.11% among 370,000; activation, % at 10 µM; HEK293-GC-B cells, CNP EC30, cGMP TR-FRET; 0% at EC30 CNP, 100% saturating CNP; P20594;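 active = activation at 10 µM reaching about 35% in either raw or pattern-adjusted values, limit read from the data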
NPR1 activator = GC-A (human) enzyme activation. P16066. HEK293 GC-A cells, cGMP TR-FRET, EC30 ANP; 0% at EC30 ANP, 100% saturating ANP. activation, % at 10 µM. hit rate 0.14% among 370,000; in the data active = activation above about 40%
rCAG binder = molecules binding r(CAG) RNA repeats; hit rate 1.3% among 370,000; inhibition, % at 3 µM; r(CAG) RNA repeat, TO-PRO-1 dye displacement fluorescence;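 active = inhibition above the plate cutoff, the mean of all test compounds on that plate plus 3 SD, cut at about 35% in these data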;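 note: 0% = DMSO alone and 100% = 100 µM mitoxantrone as full dye displacement; higher means more dye released from RNA so lower well fluorescence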
ARFGAP1 inhibitor = inhibitors of rat ARFGAP1. Arfgap1-stimulated ARF1 GTP hydrolysis, GDP FP detection. Q62848. AID 651572. hit rate 0.26% among 360,000. inhibition, % at 16.5 µM;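 active = inhibition above a per-plate limit, mean inhibition of low control wells plus 3 SD, cut at about 25% in these data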;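 note: 0% = DMSO wells with enzyme and 100% = wells lacking Arfgap1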
Target sequence (Q62848 1-136 limits assumed): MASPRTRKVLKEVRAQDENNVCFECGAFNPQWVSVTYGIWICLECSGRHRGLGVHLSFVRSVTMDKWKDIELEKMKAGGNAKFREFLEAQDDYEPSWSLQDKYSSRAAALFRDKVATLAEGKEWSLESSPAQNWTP
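material = rat Arfgap1 catalytic domain, aa 1-136 | also added = human ARF1(Δ1-17)-GTP substrate | compound dosing = one concentration, 16.5 µM, DMSO 1.26% | times = GTP hydrolysis reaction 2 h at 25 °C | measured by = FP, GDP Alexa 633 tracer displaced from anti-GDP antibody, 620/688 nm | evaluation = percent inhibition of Arfgap1-stimulated GTP hydrolysis | replication = single well per compound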
PG9 Ab binder = small molecules binding HIV-1 gp120 antibody PG9. TR-FRET gp120-PG9 antibody binding. inhibition, % at 6.7 µM. hit rate 0.43% among 360,000. AID 624416; in the data active = inhibition above about 8.5%
ASAP1 GAP inh = ASAP1 ArfGAP inhibition; AID 624377; ASAP1-stimulated ARF1 GTP hydrolysis, GDP FP detection; Q9ULH1; hit rate 0.19% among 360,000; inhibition, % at 16.5 µM; in the data active = inhibition above about 25%;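 note: 0% = vehicle with enzyme and substrate and 100% = no enzyme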
Target sequence (Q9ULH1 325-724 limits assumed): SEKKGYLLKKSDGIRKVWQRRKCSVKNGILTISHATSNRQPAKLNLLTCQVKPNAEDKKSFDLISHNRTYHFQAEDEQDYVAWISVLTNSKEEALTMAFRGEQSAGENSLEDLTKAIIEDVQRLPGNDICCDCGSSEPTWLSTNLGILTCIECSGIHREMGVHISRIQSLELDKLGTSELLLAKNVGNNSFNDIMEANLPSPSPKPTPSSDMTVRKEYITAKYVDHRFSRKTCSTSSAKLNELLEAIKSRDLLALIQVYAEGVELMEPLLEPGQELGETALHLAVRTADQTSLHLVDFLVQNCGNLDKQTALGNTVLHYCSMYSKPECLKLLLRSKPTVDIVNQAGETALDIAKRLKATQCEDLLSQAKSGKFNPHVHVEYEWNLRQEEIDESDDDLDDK
SMARCA2 act = SMARCA2 function activation, primary screen; MG213 cells, MMTV-luciferase reporter, dexamethasone, overnight; activation, % at 9.1 µM; hit rate 1% among 370,000; AID 652017; in the data active = activation above about 7.8%;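 note: 0% = vehicle wells and 100% = reference activator wells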
ABHD4 inh = inhibits mouse alpha/beta hydrolase domain 4; Q8VD66; purified mABHD4, FP-Rh probe fluorescence polarization; inhibition, % at 8.92 µM; hit rate 0.54% among 370,000; AID 720543;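 active = inhibition exceeding the mean over every tested compound plus 3 SD, cut at about 30% in these data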;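 note: 0% = plate median of compound wells and 100% = S159A mutant with DMSO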
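Assay system: Wild-type mouse ABHD4 protein | Medium: HEPES pH 7.0 buffer, 150 mM NaCl, 0.01% Pluronic F-127 | Incubation: Enzyme–compound pre-incubation 45 min, then probe 60 min, both 25 °C | Technique: Fluorescence polarization with parallel and perpendicular emission, 525/598 nm | Evaluation: % inhibition of FP-Rh probe binding versus controls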
HTRA1 inhibitor = inhibitors of human serine peptidase HTRA1; Q92743; recombinant HTRA1, FP-rhodamine activity-based probe, fluorescence polarization; inhibition, % at 5.96 µM; hit rate 0.5% among 340,000; AID 504803; in the data active = inhibition above about 36%;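 note: 0% = enzyme with DMSO and 100% = wells lacking enzyme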
Target sequence (Q92743 whole entry, looked up): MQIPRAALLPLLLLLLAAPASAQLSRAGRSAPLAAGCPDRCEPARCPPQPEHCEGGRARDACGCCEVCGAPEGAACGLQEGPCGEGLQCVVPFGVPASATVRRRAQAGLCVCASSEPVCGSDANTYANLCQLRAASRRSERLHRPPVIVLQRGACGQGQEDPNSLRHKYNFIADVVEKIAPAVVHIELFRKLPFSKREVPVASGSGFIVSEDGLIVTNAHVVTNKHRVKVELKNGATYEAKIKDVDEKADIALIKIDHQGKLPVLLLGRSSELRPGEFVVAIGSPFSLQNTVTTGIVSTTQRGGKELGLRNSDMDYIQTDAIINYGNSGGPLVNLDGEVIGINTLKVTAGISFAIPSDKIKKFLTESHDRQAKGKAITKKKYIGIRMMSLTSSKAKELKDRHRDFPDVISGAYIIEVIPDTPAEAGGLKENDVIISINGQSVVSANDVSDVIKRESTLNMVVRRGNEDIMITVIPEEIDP
Rev-erbA mod = modulates human Rev-erb alpha binding to DNA | AID 1259318 | P20393 | hit rate 0.79% among 370,000 | activity, % at 10 µM | Rev-erbα–FITC-DNA binding, fluorescence polarization, 90 min;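 active = activity above about 14%, limit read from the data; passing the limit was not always enough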;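 note: 0% = DMSO wells with 35 nM protein and 100% = DMSO wells with 750 nM protein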
* hit, by the source's call; . = not tested or not shown.

Results follow in this order: NPR2 activator	NPR1 activator	rCAG binder	ARFGAP1 inhibitor	PG9 Ab binder	ASAP1 GAP inh	SMARCA2 act	ABHD4 inh	HTRA1 inhibitor	Rev-erbA mod
1: C[C@H](O)[C@@H]1C(=O)N2CCc3ccc(-c4ccccc4)cc3[C@@H]2C[C@@H]1N(C)C(=O)Nc1cc(Cl)cc(Cl)c1
    5.2	-2.2	9.4	10.2	-2.8	-6.7	-2.1	-21.2	-75.7	-3.7
2: CCCCc1ccc(-c2noc(CCC(=O)NCC)n2)cc1
    -6.0	-7.0	.	.	.	.	.	-7.4	.	-9.3
3: COc1ccc(-c2cc(C)no2)cc1S(=O)(=O)N1CCCCC1
    3.7	1.9	-0.7	-4.5	-2.0	-16.7	1.0	3.2	-6.2	-4.5
4: S=C(NC1CCCCC1)N1CCn2cccc2C1c1ccncc1 (stereo unspecified)
    2.8	-3.1	0.6	3.4	-0.9	2.6	-1.7	-2.5	3.2	-0.7
5: COC(=O)[C@@H](Cc1c[nH]c2ccccc12)NC(=O)c1ccc2c(c1)OCO2
    2.7	1.7	2.2	-4.4	-3.3	9.3	4.7	-3.7	-7.8	2.6
6: Cc1nc2ccccc2c(C)c1CC(=O)OC(C)C(=O)NC1(C#N)CCCCC1 (stereo unspecified)
    0.5	-4.9	2.1	-8.2	-1.4	0.5	1.5	-1.8	2.7	-3.1
7: CCCCCCNC(=O)O[C@H]1CN(C(=O)OC(C)C)N(C(=O)OC(C)C)[C@@H]2CN(S(=O)(=O)c3ccc(C)cc3)C[C@]12O
    0.1	6.7	-0.1	0.3	-1.0	1.5	-6.3	-9.9	-18.8	-1.0
8: COC(=O)c1c(NC(=O)c2ccn(C)n2)sc2c1CCC2
    -5.7	-2.7	3.8	3.1	9.0*	2.9	1.5	-0.2	-3.6	20.0*
9: CCCCNC(=O)NCC(=O)Nc1ccc(F)c(F)c1
    0.9	-2.2	4.1	9.3	1.7	1.7	-3.5	-1.6	3.1	7.2
10: Nc1nc2ccccc2n1S(=O)(=O)c1ccc([N+](=O)[O-])cc1
    4.7	-0.2	1.4	14.5	-1.7	1.9	-3.5	-2.8	.	-1.0
11: COc1ccc(NC(=O)CN(c2ccc(OC)cc2)S(=O)(=O)c2c(C)nn(C)c2C)cc1
    -3.9	2.2	-1.5	1.3	-0.5	-0.5	-1.9	1.8	0.7	-9.7
12: CC(=O)c1ccc(S(=O)(=O)Nc2ccc(N3CCOCC3)cc2)cc1
    0.2	-1.2	1.4	3.1	-1.6	5.8	0.7	1.0	-1.0	3.9
13: O=C(NC1CCS(=O)(=O)C1)c1cccc(Br)c1 (stereo unspecified)
    7.1	1.8	-2.4	-8.0	-0.2	4.2	-0.4	-2.1	-1.7	3.8
14: CCCCc1cc(=O)oc2cc(OCc3nn[nH]n3)ccc12
    4.8	-6.0	5.7	-5.2	0.2	-0.6	-3.6	-8.0	3.4	6.5
15: CC(=O)Cc1nsc(NC(=O)c2ccc(-c3cc(C(F)(F)F)ccc3Cl)o2)n1
    2.0	-0.3	12.2	7.2	-2.4	1.3	4.5	-1.3	3.3	2.4

Single entries from the list.
compound 10 in SMARCA2 act = -3.5
compound 1 in NPR2 activator = 5.2

The main list resumes with the two entries that preceded the break.
Results follow in this order: NPR2 activator	NPR1 activator	rCAG binder	ARFGAP1 inhibitor	PG9 Ab binder	ASAP1 GAP inh	SMARCA2 act	ABHD4 inh	HTRA1 inhibitor	Rev-erbA mod
14: CCCCc1cc(=O)oc2cc(OCc3nn[nH]n3)ccc12
    4.8	-6.0	5.7	-5.2	0.2	-0.6	-3.6	-8.0	3.4	6.5
15: CC(=O)Cc1nsc(NC(=O)c2ccc(-c3cc(C(F)(F)F)ccc3Cl)o2)n1
    2.0	-0.3	12.2	7.2	-2.4	1.3	4.5	-1.3	3.3	2.4
16: Cc1ccc(S(=O)(=O)N2CCOCC2)cc1C(=O)NCc1ccco1
    4.8	1.6	6.5	2.3	1.6	-6.7	0.8	4.7	-1.5	3.9
17: CN(CC(=O)NCc1ccc2c(c1)OCO2)S(=O)(=O)c1ccc(Cl)cc1
    3.6	4.9	2.7	-11.1	0.0	6.2	-2.0	1.8	0.5	-2.6
18: Cc1ccccc1C(=O)Nc1cccc(NC(=S)NC(=O)c2cccs2)c1
    3.8	-3.3	2.6	-6.3	2.8	7.7	0.2	-17.9	-2.0	3.2
19: O=C(COC(=O)c1ccc(N2CCCC2=O)cc1)Nc1ccccc1
    -2.6	1.8	-0.3	0.8	0.8	5.7	-0.4	4.1	6.6	-5.8
20: CCOC(=O)C1CCN(Cc2ccc(Cl)c(Cl)c2)CC1
    1.2	2.6	-8.3	10.3	-1.4	-3.8	1.1	9.5	4.9	-1.4
21: COc1ccc(C(=O)OC2CCCCC2CN(C)C)cc1 (stereo unspecified)
    -4.5	2.4	1.7	15.6	1.0	7.0	-2.5	5.4	-16.7	4.5
22: COc1ccc(-c2c(C)nn3c(N4CCN(Cc5ccccc5)CC4)cc(C)nc23)cc1OC
    2.7	1.1	2.1	-5.3	-0.2	-5.1	-2.4	4.1	3.7	1.3
23: COc1ccc(OC)c(N2C(=O)CC(NNC(=O)c3ccc4c(c3)OCO4)C2=O)c1 (stereo unspecified)
    -0.6	-1.1	9.9	-1.7	-3.2	-5.7	4.6	-1.2	9.1	2.3
24: Cc1ccccc1C(=O)N/N=C/c1ccc(OCC(=O)N2CCCCC2)cc1
    4.4	-0.3	0.0	-5.3	-0.5	6.2	-1.0	2.6	-1.3	-0.6
25: C=CCN=C1NC(c2ccccc2C(F)(F)F)C(C(=O)OC)=C(C)N1Cc1ccccc1C(F)(F)F (stereo unspecified)
    -5.2	-8.2	0.0	-0.4	-0.6	6.1	-1.5	-0.4	.	2.8
26: Cc1cc(C)cc(C(=O)NCCC(=O)N2CCC3(CC2)NCCc2[nH]cnc23)c1
    -1.2	2.9	-2.4	-7.2	-0.3	5.6	-2.3	-2.8	1.4	2.9
27: Cc1cc(=O)c2cc(Br)ccc2n1CC(=O)NCc1ccccc1
    -9.1	9.1	-4.4	3.1	2.0	2.3	-1.1	-4.4	-11.8	0.7
28: COC(=O)C1=CN(c2cc(C)cc(C)c2)C=C(C(=O)OC)C1c1ccc(OC)c(O)c1
    3.2	-8.7	8.8	-3.3	-1.0	-13.3	-2.1	-8.6	-23.5	-4.8
29: Cc1c(P(=S)(c2ccccc2)c2ccccc2)[n+]2ccccc2n1CCc1ccccc1
    -3.2	-0.8	12.9	-11.3	0.3	4.8	-7.0	11.8	.	-3.3
30: Cc1ccc(C)c(CNC(=O)Nc2ccccc2)c1
    3.1	5.5	-0.7	-6.5	-0.5	1.9	4.9	-3.8	-4.2	-2.4
31: COc1ccccc1CNC(=O)NNC(=O)CCn1nc(C)c([N+](=O)[O-])c1C
    -2.9	-0.1	0.7	.	.	.	1.1	-0.9	.	4.5
32: NC(=O)CC(NC(=O)c1ccc(Cl)cc1)C(=O)NCCc1ccc(S(N)(=O)=O)cc1 (stereo unspecified)
    5.3	9.9	1.4	6.2	1.1	-3.1	-1.8	3.1	-0.6	2.8
33: CC(=O)c1cccc(S(=O)(=O)N(C)C2CCN(C)CC2)c1
    3.2	4.3	-1.5	2.6	0.7	-1.7	-1.5	-1.4	10.3	4.3
34: O=C(COCc1cc(-c2ccc3c(c2)OCO3)on1)N1CCN(c2cccc(Cl)c2)CC1
    -6.6	-6.3	2.9	-4.4	-1.7	0.4	-0.4	13.3	-1.3	7.9
35: COC(=O)N/N=C/c1ccc(Oc2ccccc2)cc1
    7.6	2.3	-5.4	0.7	-1.6	-3.2	1.4	-5.6	-11.7	4.3
36: COc1ccc(S(=O)(=O)N2CCCC2)cc1NC(=O)c1ccccc1
    0.1	-2.5	1.8	23.4	1.4	2.6	8.1*	4.9	3.8	-3.7
37: N#CC1=C(N)OC2=C(C(=O)CCC2)C1c1ccc(OC(=O)N2CCOCC2)cc1 (stereo unspecified)
    -7.4	0.6	-0.5	-3.2	-1.3	-13.7	2.2	-0.8	3.5	-2.1
38: CCN(CC)C(=O)C1=C(C)N(Cc2ccc(C(C)(C)C)cc2)C(=O)C(CC(=O)NCc2cccs2)C1 (stereo unspecified)
    0.9	1.4	-1.2	-8.9	-0.1	11.0	-2.5	5.0	-6.6	2.9
39: O=[N+]([O-])c1ccc(N/N=C/c2cccc(O)c2O)c(S(=O)(=O)N2CCOCC2)c1
    0.6	-1.9	35.0*	3.7	-2.7	6.4	-6.2	24.1	58.5*	5.8
40: C=CCCC(=O)Nc1ccc(Br)cn1
    -4.7	1.7	-3.6	3.9	1.4	-1.7	0.9	-0.3	-0.1	-4.1
41: CCC(C)N(C(=O)COC(=O)c1ccc(N)c([N+](=O)[O-])c1)C1CCS(=O)(=O)C1 (stereo unspecified)
    -1.5	-0.1	0.7	-10.8	2.5	-8.2	-2.1	2.7	1.6	6.1
42: COc1cccc(CN2CCN(C(=O)c3ccc(-c4ccccc4)cc3)CC2)c1OC
    6.4	0.4	-4.8	-7.2	-0.7	14.8	0.0	7.6	-6.5	2.0
43: CC(C)(C)c1cc(NC(=O)CSc2nncs2)n(-c2ccccc2)n1
    0.6	0.2	3.9	-2.4	0.6	13.0	-1.8	3.1	1.4	-0.9
44: COc1cccc(CNS(=O)(=O)c2csc(C(N)=O)c2)c1
    -0.6	2.2	1.8	-6.3	-1.3	8.1	-0.4	8.4	5.3	0.6
45: COC(CN(C(=O)CCl)C(C(=O)NC1CCCCC1)c1ccc(C)cc1)OC (stereo unspecified)
    2.4	2.1	-0.8	9.0	-0.1	-2.5	-1.1	12.1	-1.9	-3.7
46: CNc1nc(N)nc(-c2cc(Cl)ccc2OC)n1
    -3.9	4.2	-3.3	-4.4	1.0	4.3	-3.1	-0.5	5.4	0.1
47: O=C(/C=C/c1ccc2c(c1)OCO2)NCCSCc1cccc(Cl)c1
    2.1	1.2	-2.5	13.8	-2.1	7.4	-0.7	-10.2	-39.1	-1.2
48: CCN(CC)S(=O)(=O)c1cccc(C(=O)NC(C(=O)Nc2nnc(C)s2)C(C)C)c1 (stereo unspecified)
    4.3	7.0	1.9	-1.5	0.7	10.9	-1.1	1.9	-4.1	1.4
49: O=[N+]([O-])c1cccnc1N1CCN(c2ccccc2F)CC1
    0.3	1.1	-4.7	1.6	1.2	-13.8	4.0	-2.1	-4.2	1.9
50: CCN(Cc1ccc(Cl)s1)C(=O)c1cccc(OCc2c(C)noc2C)c1
    -5.8	-4.1	-1.0	-5.2	-0.1	3.6	1.6	-3.6	-28.7	-2.9
51: N=C(N1CCCc2ccccc21)N1CCCc2ccccc21
    -15.5	-23.1	8.1	3.8	-0.3	-4.3	-0.1	1.1	5.7	-0.4
52: COc1ccc(OC)c2c(N)c(C#N)c(C(F)(F)C(F)(F)F)nc12
    -5.9	3.2	1.9	0.3	-0.9	0.1	1.9	6.9	-0.5	22.4
53: CCN(CCO)c1cc(Cl)nc(SC)n1
    0.7	2.9	-0.8	4.1	0.0	7.0	5.3	-1.1	3.0	-3.3
54: COc1ccc(N2CCN(C(=O)C(=O)c3cn(CC(=O)N4CCOCC4)c4ccccc34)CC2)cc1
    -1.6	-3.6	-4.9	-3.6	-4.5	0.8	4.2	6.5	-0.8	4.3
55: CCOC(=O)c1noc2c1CCC2
    11.8	1.8	-0.1	-6.6	1.1	3.4	0.8	7.1	.	-2.3

Source: PubChem

Rows were taken by chance. Share with any hit: about 4.4%.
